Bioassay records: PubChem, several laboratories
FLuc inhib CS: firefly luciferase enzyme inhibitors, primary screen, artefact control for luciferase-based inhibitor screens, biochemical, luminescence, ATPLite | 10 min | 200,000 compounds, 1.5% hits | inhibition, % at 10 µM;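 active means inhibition above about 50% when tested at 10 µM, limit read from the data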
Target sequence (P08659 whole entry, looked up): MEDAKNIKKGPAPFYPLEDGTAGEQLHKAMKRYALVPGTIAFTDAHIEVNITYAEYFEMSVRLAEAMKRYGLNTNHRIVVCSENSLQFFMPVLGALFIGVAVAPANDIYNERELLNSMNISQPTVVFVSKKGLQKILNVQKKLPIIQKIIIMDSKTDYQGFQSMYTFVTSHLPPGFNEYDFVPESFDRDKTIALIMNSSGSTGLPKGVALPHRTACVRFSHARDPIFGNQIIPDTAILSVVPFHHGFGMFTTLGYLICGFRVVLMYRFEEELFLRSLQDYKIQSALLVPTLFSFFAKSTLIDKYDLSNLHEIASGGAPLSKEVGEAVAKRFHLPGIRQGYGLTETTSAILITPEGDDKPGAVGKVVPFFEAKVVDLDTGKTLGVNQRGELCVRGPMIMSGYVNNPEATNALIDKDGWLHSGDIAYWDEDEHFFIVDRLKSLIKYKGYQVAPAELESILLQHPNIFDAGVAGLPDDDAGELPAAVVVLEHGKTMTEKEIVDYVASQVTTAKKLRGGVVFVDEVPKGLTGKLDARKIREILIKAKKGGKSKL
FLuc act counter: FLuc activators, initial screening, artefact control for FLuc-dependent activation tests, biochemical, ATPlite luminescence. ATPlite luciferase biochemical, 10 min; 0 = ATP-free wells, 1 = DMSO control. AID 1027, 2008. Luciferin 4-monooxygenase (Photinus pyralis), P08659. activation factor at 10 µM. 200,000 tested, under 10 active;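 active means luciferase activation factor, scaled between plate controls, of at least 2 with compound at 10 µM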
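Material: Luciferase/luciferin reagent mix | Doses: Test compounds dosed from 2 mM stocks in 100% DMSO | Timing: 10 min incubation after luciferase reagent addition, room temperature | Measured by: Luminescence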
Redox H2O2 prof: compounds producing H2O2 with reducing agent – biochemical, NIH compound library profiling, artefact control for MLSCN library redox annotation, primary screen | DTT-dependent redox cycling H2O2, phenol red/HRP absorbance; 100% = 100 µM peroxide control, 0% = buffer | activation, % at 10 µM | 200,000 compounds, 0.03% hits | AID 878, 2007;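 active means activation of at least 50% relative to the plate's high and low controls in the primary single-dose screen; inactive means activation below 50%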;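 further: compound incubated with DTT at 0.8 mM final as the reducing agent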
APP 5'UTR act: activators of APP 5'UTR luciferase reporter, primary screen, SH-SY5Y cells. 190,000 compounds, 1% hits. SH-SY5Y APP 5'UTR luciferase reporter, luminescence; zero percent = DMSO vehicle wells. activation, % at 2 µM;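 active means activation above a set limit, based on mean plus 3 SD of controls, cut at about 140% in these data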; further: values of inactives mirror those of a sister screen read the other way
Efa HMGR inh: inhibitors of E. faecalis class II HMGR, primary screen, biochemical, Enterococcus faecalis; 190,000 compounds, 0.41% hits; HMG-CoA reductase (Enterococcus faecalis, mvaE); purified E. faecalis HMGR, NADPH absorbance 340 nm kinetic; inhibition, % at 10 µM; AID 1066, 2008;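 active means inhibition above a set limit, the median over all tested compounds plus 3 SD, cut at about 9.5% in these data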;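 further: enzyme runs in reverse so mevalonate oxidation gives rising NADPH absorbance; 0% = complete reaction with DMSO and 100% = background rate lacking mevalonate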
Hsp70 act: Hsp70 transcriptional activators, primary screen, cell-based, HeLa, Hsp70 promoter luciferase, luminescence, 10 µM; HeLa Hsp70 promoter luciferase reporter; scaled: vehicle 0, proteasome-inhibitor control 100%; 200,000 compounds, 0.04% hits; activation, % at 10 µM; AID 1203, 2008;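 active means activation above the mean across all tested compounds plus 3 SD, cutoff set per campaign, cut at about 5.5% in these data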;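 further: 100% = MG132 at 30 µM as the positive control and 0% = DMSO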
APP 5UTR inh: inhibitors of APP translation via 5'UTR reporter, primary screen, APP 5'UTR luciferase, SH-SY5Y cells | inhibition, % at 2 µM | 190,000 compounds, 0.82% hits | SH-SY5Y APP 5'UTR-luciferase reporter, luminescence;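 active means inhibition above a set limit, derived from the sample mean plus 3 SD, cut at about 45% in these data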; further: values of inactives mirror those of a sister screen read the other way
G6PDH counter: L. mesenteroides G6PDH inhibitors, counter-screen for G6PDH-coupled screening assays, biochemical, Leuconostoc mesenteroides enzyme; Purified L. mesenteroides G6PDH, diaphorase/resazurin coupled fluorescence, 45 min; inhibition, % at 5 µM; glucose-6-phosphate dehydrogenase [Leuconostoc mesenteroides]; 200,000 compounds, 0.12% hits; in the data active means inhibition above about 50%
STAT1 activator: STAT1 signaling activators, primary screen, cell-based, HTS, luciferase reporter; NIH 3T3 STAT1-luciferase reporter, IFN-gamma, luminescence; 100% = IFN-gamma alone, no compound; activation (% of control), % at 5.5 µM; 200,000 compounds, 2.6% hits; AID 932, 2007;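 active means activation above the screen-wide mean activation plus 3 SD, cut at about 130% in these data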;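 further: raw ratio to IFN-gamma control signal so 100% means no change and 0% no light; values of inactives mirror those of a sister screen read the other way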
NF-kB neuron act: activators of NF-kB expression in neurons, primary screen, cell-based, HTS. human neuronal cells, NF-kB reporter expression; active compounds read high. fold change at 12.5 µM. 190,000 compounds, 1.6% hits. AID 1239, 2008; in the data active means fold change above about 3.3
* = called active by the depositor; nt = not tested or not shown.

SMILES | FLuc inhib CS | FLuc act counter | Redox H2O2 prof | APP 5'UTR act | Efa HMGR inh | Hsp70 act | APP 5UTR inh | G6PDH counter | STAT1 activator | NF-kB neuron act
CC(C)Cn1c(SCC(=O)NC(=O)NC2CCCC2)nc2ccccc21 | -9 | 1.1 | 0.3 | 0 | -3 | -0.5 | 0 | 6 | 80 | 0.77
Cc1sc2nc(SCC(=O)OC(C)C)n(C)c(=O)c2c1C | -7 | 1.1 | 0.1 | 4 | 3 | 0.0 | -4 | 5 | 103 | 0.77
CC1=C(C(=O)Nc2ccccc2)C(c2ccncc2)C(C#N)=C(SCC(=O)NC2CC2)N1 (configuration not stated) | -4 | 1 | -0.1 | -10 | -3 | -0.2 | 10 | 6 | 100 | 0.85
CCOC(=O)N1CCN(C(=O)c2ccc3nc4cc(Cl)ccc4c(=O)n3c2)CC1 | nt | nt | 1.3 | -9 | nt | 0.0 | 9 | nt | 103 | nt
Cc1ccc(NC(=O)c2ccc(NCc3ccco3)c([N+](=O)[O-])c2)cc1Cl | -2 | 1 | -0.3 | -2 | 0 | 1.6 | 2 | -8 | 93 | 1.3
Cc1ccccc1NC(=O)c1cccc2nc3ccccc3nc12 | -8 | 1.1 | 2.2 | 2 | 2 | -0.5 | -2 | 4 | 93 | 1.1
N#Cc1c2c(c(-c3ccccc3)[nH]c1=O)CCCC2 | -5 | 1.1 | -0.1 | -2 | -1 | 0.1 | 2 | 4 | 100 | 1.3
COCCCNC(=O)C1CCCN(C(=O)Nc2ccc(OC)cc2)C1 (configuration not stated) | -8 | 1.1 | 4.7 | 9 | -4 | -0.3 | -9 | -3 | 104 | 1.2
COc1ccc(Cl)cc1N=Cc1c(O)cc(C)oc1=O | nt | nt | -1.0 | -4 | nt | -0.2 | 4 | nt | 96 | nt
COc1cc(/C=N/NC(=O)c2ccccn2)cc2c1OCO2 | 24 | 0.8 | -0.4 | 37 | -1 | -0.3 | -37 | 8 | 129* | 0.93

Some of these compounds in order of their number in STAT1 activator, descending:
SMILES	FLuc inhib CS	Redox H2O2 prof	APP 5'UTR act	Efa HMGR inh	Hsp70 act	APP 5UTR inh	STAT1 activator	NF-kB neuron act
COc1cc(/C=N/NC(=O)c2ccccn2)cc2c1OCO2	24	-0.4	37	-1	-0.3	-37	129*	0.93
COCCCNC(=O)C1CCCN(C(=O)Nc2ccc(OC)cc2)C1 (configuration not stated)	-8	4.7	9	-4	-0.3	-9	104	1.2
CCOC(=O)N1CCN(C(=O)c2ccc3nc4cc(Cl)ccc4c(=O)n3c2)CC1	nt	1.3	-9	nt	0.0	9	103	nt
CC1=C(C(=O)Nc2ccccc2)C(c2ccncc2)C(C#N)=C(SCC(=O)NC2CC2)N1 (configuration not stated)	-4	-0.1	-10	-3	-0.2	10	100	0.85
CC(C)Cn1c(SCC(=O)NC(=O)NC2CCCC2)nc2ccccc21	-9	0.3	0	-3	-0.5	0	80	0.77

Later entries
SMILES | FLuc inhib CS | FLuc act counter | Redox H2O2 prof | APP 5'UTR act | Efa HMGR inh | Hsp70 act | APP 5UTR inh | G6PDH counter | STAT1 activator | NF-kB neuron act
O=C(COc1cccc(Br)c1)N/N=C1\CCCc2ccccc21 | 0 | 1 | -0.1 | 24 | -6 | 0.2 | -24 | -2 | 104 | 0.98
COc1ccc(C(C(=O)Nc2ccc3c(c2)OCO3)N(C)C(=O)Cc2c[nH]c3ccccc23)cc1 (configuration not stated) | -3 | 1 | 1.1 | -3 | 0 | -0.3 | 3 | -14 | 93 | 0.53
O=C(Cn1nc2ccccc2n1)N/N=C/c1cc([N+](=O)[O-])ccc1O | 0 | 1 | 0.7 | -1 | -1 | -0.3 | 1 | -10 | 97 | 1.1
Cc1c(C(=O)NN2CCOCC2)oc2c1ccc1ccccc12 | -7 | 1.1 | -1.3 | -7 | -1 | 0.3 | 7 | 0 | 103 | 0.99
CC12CCC(C(=O)N(CC(O)CN3CCCCC3)C1=O)C2(C)C (configuration not stated) | -1 | 1 | 1.1 | -5 | 0 | -0.2 | 5 | 25 | 102 | 0.78
Cc1ccc2nc(NC(=O)c3ccc(S(=O)(=O)N4CCCc5ccccc54)cc3)sc2c1 | -2 | 1 | 0.0 | 5 | -10 | -0.2 | -5 | 0 | 102 | 1.5
CSc1nnc2c(n1)OC(c1ccsc1)N(C(C)=O)c1ccccc1-2 (configuration not stated) | -8 | 1.1 | 3.5 | 7 | 1 | -0.3 | -7 | 14 | 102 | 1.3
COC(=O)c1ccc(-n2nc(C(F)(F)F)c3c2-c2ccoc2CC3)cc1 | -6 | 1.1 | 3.0 | 8 | 0 | -0.1 | -8 | 1 | 85 | 0.98
CCCCOC(=O)c1ccc(NC(=S)NC(=O)c2c(Cl)cnn2C)cc1 | -4 | 1 | 13 | -4 | 0 | 0.1 | 4 | 2 | 99 | 1.3
CCCN1C2CCCC1CC(NC(=S)Nc1cc(C)cc(C)c1)C2 (configuration not stated) | -8 | 1.1 | 0.1 | 13 | 0 | -0.1 | -13 | 6 | 102 | 0.95
CC1CCCCN1C(=O)Cn1cc(C(=O)c2ccco2)c2ccccc21 (configuration not stated) | 0 | 1 | 1.2 | -16 | 1 | 0.0 | 16 | 8 | 98 | 0.88
CCN(C(=O)c1ccc(Cl)c([N+](=O)[O-])c1)c1ccccc1 | -1 | 1 | 0.2 | 9 | 2 | -0.1 | -9 | 9 | 103 | 1.2
O=C(COC(=O)C1CC(O)CN1C(=O)Oc1ccccc1)c1ccc(Br)cc1 (configuration not stated) | -4 | 1 | -0.6 | -6 | 5 | -0.2 | 6 | -2 | 101 | 1
NC1=NC(=O)C(Cc2ccccc2)S1 (configuration not stated) | -9 | 1.1 | -1.2 | 10 | -1 | 0.2 | -10 | 11 | 99 | 1.4
Cc1c(NC(=O)/C(C#N)=C/c2ccc(-c3ccccc3Cl)o2)c(=O)n(-c2ccccc2)n1C | -5 | 1 | 0.8 | -6 | 0 | 0.3 | 6 | -16 | 104 | 1
CCCOC(=O)C1=C(C)NC2=C(C(=O)CC(C)(C)C2)C1c1cccnc1 (configuration not stated) | -5 | 1 | -0.1 | 0 | 3 | -0.1 | 0 | 8 | 97 | 1.1
CCOC(=O)c1ccc(-n2c(CN3CCOCC3)nc3ccc([N+](=O)[O-])cc3c2=O)cc1 | -7 | 1.1 | -1.4 | 32 | 0 | -0.3 | -32 | 3 | 94 | 1.1
O=C1OCC2=C1C(c1ccccc1)CC(=O)N2c1ccc(F)cc1 (configuration not stated) | -7 | 1.1 | 10 | 7 | -4 | 0.0 | -7 | -8 | 104 | 1.2
COc1ccc(-n2nnc3c(SCc4ccccc4)ncnc32)cc1 | -6 | 1.1 | -3.4 | 12 | -6 | 0.0 | -12 | 6 | 105 | 1.4
O=C(CC1NCCNC1=O)OCCCc1ccccc1 (configuration not stated) | -8 | 1.1 | -0.9 | -6 | -4 | -0.1 | 6 | -1 | 97 | 1.4

Molecules shown so far with bromine:
SMILES | FLuc inhib CS | FLuc act counter | Redox H2O2 prof | APP 5'UTR act | Efa HMGR inh | Hsp70 act | APP 5UTR inh | G6PDH counter | STAT1 activator | NF-kB neuron act
O=C(COc1cccc(Br)c1)N/N=C1\CCCc2ccccc21 | 0 | 1 | -0.1 | 24 | -6 | 0.2 | -24 | -2 | 104 | 0.98
O=C(COC(=O)C1CC(O)CN1C(=O)Oc1ccccc1)c1ccc(Br)cc1 (configuration not stated) | -4 | 1 | -0.6 | -6 | 5 | -0.2 | 6 | -2 | 101 | 1

Next part
SMILES | FLuc inhib CS | FLuc act counter | Redox H2O2 prof | APP 5'UTR act | Efa HMGR inh | Hsp70 act | APP 5UTR inh | G6PDH counter | STAT1 activator | NF-kB neuron act
CCOC(=O)c1cnc2c(C)c(C)ccc2c1Nc1ccc(S(=O)(=O)Nc2ncccn2)cc1 | 9 | 0.9 | 0.6 | 6 | -3 | -0.5 | -6 | 10 | 103 | 1.1
Cc1nc(-c2ccccc2)sc1C(=O)NN | -7 | 1.1 | -1.8 | -73 | -8 | 0.2 | 73* | 0 | 113 | 1.1
COc1ccc(OCc2nnc3n2N=C(c2ccc(Br)cc2)CS3)cc1 | 2 | 1 | -1.1 | -21 | 2 | -0.3 | 21 | 3 | 97 | 1.6
O=c1c2ccccc2nc2n1C(CBr)CS2 (configuration not stated) | -7 | 1.1 | 0.1 | 9 | 5 | -0.5 | -9 | -1 | 98 | 1.2
O=C(C(c1ccccc1)c1ccccc1)N1CCN(Cc2ccc(Br)cc2)CC1 | -7 | 1.1 | 0.0 | -7 | 1 | -0.2 | 7 | 5 | 108 | 0.65
COc1ccccc1N(CC(O)Cn1c(C)nc2ccccc21)S(=O)(=O)c1ccccc1 (configuration not stated) | -8 | 1.1 | -0.5 | 26 | -9 | -0.1 | -26 | -12 | 93 | 0.77
CC(C)C12CCC(C(=O)O)C(C1)C(=O)O2 (configuration not stated) | -2 | 1 | 1.9 | 0 | -7 | 0.1 | 0 | 2 | 105 | 0.95
O=C(Nc1ccc2c(c1)OCO2)C1CCN(c2ccc(S(=O)(=O)N3CCOCC3)cc2)CC1 | 1 | 1 | -0.1 | 20 | -11 | -0.2 | -20 | -2 | 109 | 1.2
CCN(CC)CCCNC(=O)CCC(=O)Nc1ccc2nc(N3CCC(C)CC3)cc(C)c2c1 | -5 | 1.1 | -0.4 | -4 | -2 | -0.2 | 4 | 3 | 103 | 1.4
CCOC(=O)Cc1nnc(Nc2ccc(C)cc2C)c2ccccc12 | -4 | 1 | 0.2 | -3 | -11 | -0.3 | 3 | 3 | 101 | 1.1
CCNc1ccc(C(=O)N/N=C/c2c(C)nn(-c3ccccc3)c2N2CCCC2)cc1[N+](=O)[O-] | -9 | 1.1 | 0.4 | 2 | -6 | -0.3 | -2 | 8 | 95 | 0.34
COc1ccc(CCNC(=O)CSc2ncnc3c2oc2ccccc23)cc1OC | 0 | 1 | 1.6 | 4 | -4 | -0.5 | -4 | 8 | 98 | 1.1
CCOc1cc(C(=O)OCC(=O)NCc2ccco2)cc(OCC)c1OCC | -2 | 1 | 17 | 2 | -9 | -0.4 | -2 | 7 | 97 | 1.3
CSc1nc(Oc2ccccc2)c2sccc2n1 | 2 | 1 | 1.4 | -1 | 3 | -0.2 | 1 | -23 | 100 | 1.4
CCOC(=O)C(NC(=O)NC1CCCCC1)(c1ccccc1)C(F)(F)F (configuration not stated) | 3 | 1 | 0.2 | -9 | -1 | -0.2 | 9 | 6 | 88 | 0.98
COC(=O)Cc1[nH]n(-c2nc3ccccc3s2)c(=O)c1C(C)=O | 33 | 0.7 | 0.0 | 4 | -4 | -0.5 | -4 | 11 | 102 | 1.1
OCC1CCCN(C(=S)Nc2ccc(Nc3ccccc3)cc2)C1 (configuration not stated) | 41 | 0.6 | -0.4 | 79 | -17 | 0.5 | -79 | 3 | 117 | 2.2
CSc1nnc(-c2cc3ccccc3cc2O)n1C | -1 | 1 | -1.3 | 1 | -2 | 0.0 | -1 | 7 | 108 | 1.1
S=C(NCc1ccccc1)NN1CCOCC1 | -7 | 1.1 | -0.1 | 7 | 1 | -0.2 | -7 | 5 | 109 | 1.1
